NCI-60 one-dose screen, 48 h, at 10 µM unless noted. Numbers give growth in % (100 = growth as untreated, 0 = no growth, -100 = all killed).
RPMI-8226: RPMI-8226 leukemia cells. 77,000 tested, 7.5% active
UACC-62: UACC-62 melanoma | 81,000 tested, 5.4% active | AID 1794756
HOP-62: HOP-62 NSCLC; 80,000 tested, 3.9% active; AID 1794735
HOP-92: HOP-92 NSCLC cells; 71,000 tested, 6.3% active; AID 1794738
A549/ATCC: A549/ATCC NSCLC; 81,000 tested, 3.7% active; AID 1794740
M14: M14 melanoma; 80,000 tested, 6.2% active; AID 1794745
CCRF-CEM: CCRF-CEM leukemia. 77,000 tested, 7% active. AID 1794778
EKVX: EKVX NSCLC. 71,000 tested, 3% active. AID 1794765
An asterisk follows results filed as active; . = not tested or not shown. Rule for the calls: active = growth percent below 10; inactive = the rest.

compound,RPMI-8226,UACC-62,HOP-62,HOP-92,A549/ATCC,M14,CCRF-CEM,EKVX
CC1=C(CCN2CCCCC2)C(=O)N2N=C(c3ccccc3)OC2N1 (configuration not stated),96.4,93.2,111.6,92.3,100.7,100.4,106.4,91.1
COc1ccc(C(=O)c2sc3nc(-c4ccccc4OC)ccc3c2N)cc1OC,19.7,67.8,95.3,56.4,64.6,50.0,26.5,.
CC1(C)N=C(N)N=C(N)N1c1ccc(C(=O)O)cc1,120.5,.,102.5,132.6,105.7,103.5,116.5,95.2
Cc1ccccc1OCC(O)CN1CCCC1 (configuration not stated),100.1,91.5,108.3,130.2,103.4,99.6,102.6,109.3
O=C(Cc1ccccc1)Nc1cccc(N=Cc2ccccc2O)c1,113.1,100.8,115.0,88.1,99.3,106.9,106.4,104.3
CC(C)(c1ccccc1)C(C)(C)c1ccccc1,88.9,96.4,88.9,.,88.1,93.7,97.5,93.2
CCOC(=O)C(CC)C(C)O (configuration not stated),106.5,100.6,90.1,98.1,94.2,100.7,68.1,101.1
Cc1nn(-c2cc(=O)[nH]c3ccc(Cl)cc23)c(N)c1C#N,97.7,98.8,94.9,104.1,108.2,109.7,101.3,92.3
CCCSSSC,115.9,95.4,82.4,105.6,81.5,88.4,96.1,102.9
CC1(C)OB(c2ccc(Cn3cc(F)c(=O)[nH]c3=O)cc2)OC1(C)C,106.9,89.8,103.6,98.3,98.9,103.1,112.1,105.8
Cc1ccc(-c2c3c(nc4c2c(C)nn4-c2ccccc2)NC(c2ccc(C)cc2)NC3)cc1 (configuration not stated),99.4,99.2,93.3,87.6,82.1,98.2,94.5,87.5
C#CCOc1cc(N(CC)CC)ccc1C(C(=O)NC(C)(C)C)N(C(=O)C1CCc2cc(F)ccc2O1)c1ccc(Br)cc1 (configuration not stated),44.7,61.0,77.1,89.6,65.1,68.3,63.6,55.3
CCC(=O)Nc1nonc1-c1nc2ccccc2n1Cc1ccc(F)cc1Cl,55.8,57.3,49.0,51.5,67.8,71.1,65.3,.
O=c1oc2ccc(F)cc2c(=O)n1-c1ccc(I)cc1F,-20.4*,-16.4*,-3.4*,-17.6*,5.9*,3.6*,12.0,9.6*
CCN(CC)c1ccc(/C=N/NC(=O)c2ccccc2Nc2ccnc(C(F)(F)F)c2)c(O)c1,26.5,19.4,28.0,19.9,35.8,-17.4*,14.5,30.5
COc1ccc2c(c1)oc1c(C)c3c(c(C)c12)C(=O)N(CCO)C3=O,100.2,90.6,99.3,102.3,87.8,104.6,87.9,102.0
CC(=O)c1cc(C(=O)c2ccccc2)n2c1ccc1ccccc12,95.6,86.9,87.5,.,108.0,100.8,108.0,98.5

Limited to EKVX, for some of the entries so far:
structure	EKVX
Cc1ccc(-c2c3c(nc4c2c(C)nn4-c2ccccc2)NC(c2ccc(C)cc2)NC3)cc1 (configuration not stated)	87.5
O=C(Cc1ccccc1)Nc1cccc(N=Cc2ccccc2O)c1	104.3

Reprinted at random: three records from the list, in no set order.
compound,RPMI-8226,UACC-62,HOP-62,HOP-92,A549/ATCC,M14,CCRF-CEM,EKVX
CC1=C(CCN2CCCCC2)C(=O)N2N=C(c3ccccc3)OC2N1 (configuration not stated),96.4,93.2,111.6,92.3,100.7,100.4,106.4,91.1
CC(=O)c1cc(C(=O)c2ccccc2)n2c1ccc1ccccc12,95.6,86.9,87.5,.,108.0,100.8,108.0,98.5
Cc1ccccc1OCC(O)CN1CCCC1 (configuration not stated),100.1,91.5,108.3,130.2,103.4,99.6,102.6,109.3

In the list so far, these contain an aryl methoxy group.
compound,RPMI-8226,UACC-62,HOP-62,HOP-92,A549/ATCC,M14,CCRF-CEM,EKVX
COc1ccc(C(=O)c2sc3nc(-c4ccccc4OC)ccc3c2N)cc1OC,19.7,67.8,95.3,56.4,64.6,50.0,26.5,.
COc1ccc2c(c1)oc1c(C)c3c(c(C)c12)C(=O)N(CCO)C3=O,100.2,90.6,99.3,102.3,87.8,104.6,87.9,102.0

Random draw from the library. About 12% of those tested had a hit in this group.
